Avidin bead fluor: green autofluorescence of compounds with avidin beads – biophysical, 488/530 nm, flow cytometry, artefact control, profiling panel; compound fluorescence 488/530 nm; hits give high values; fluorescence (KMESF) at 10 µM; 0.38% of 220,000 active; in the data active = fluorescence above about 47; note: inactives centre near 10
HRas wt GTP: modulators of GTP binding to HRas wildtype, primary screen, biochemical, bead-based flow cytometry, multiplex. GTPase HRas (Homo sapiens), P01112. GTP binding activity, % at 10 µM. AID 759, 2007. GST-Ras wt beads, Bodipy-FL-GTP binding; actives lie on both sides. 0.14% of 190,000 active;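 active = GTP binding activity at least 20% away from the 100% baseline, either lowered as inhibitor or raised as activator; inconclusive = flagged as likely green fluorescent, judged across all proteins in the well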;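 note: 0% = unlabeled GTP competition control and 100% = no-compound control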
Target sequence (P01112 whole entry, looked up): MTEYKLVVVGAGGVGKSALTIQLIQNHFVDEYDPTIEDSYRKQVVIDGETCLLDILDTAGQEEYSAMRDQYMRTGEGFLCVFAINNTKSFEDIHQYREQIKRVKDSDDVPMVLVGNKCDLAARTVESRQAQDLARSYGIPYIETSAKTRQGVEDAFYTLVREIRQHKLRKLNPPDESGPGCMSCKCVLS
Rab7 wt modul: modulators of GTP binding to Rab7, primary screen, biochemical, wildtype, multiplex bead flow cytometry; Rab7 GTPase wild type (dog), Bodipy-FL-GTP binding; GTP binding activity (percent of control), % at 10 µM; 0.055% of 190,000 active; GST-Rab7 beads, fluorescent GTP binding; actives lie on both sides; untreated = 100%, excess cold GTP = 0%;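 active = fluorescent GTP binding to Rab7 beads changed by at least 20 points from the 100% baseline, either direction, mostly lower; inconclusive = compound itself probably fluorescent, or too few beads counted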;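 note: median green fluorescence of bound Bodipy-FL-GTP per Rab7 bead population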
Pf gamet viab: late stage P. falciparum gametocyte viability inhibitors, primary screen, ATP luminescence, HTS; inhibition, % at 10.9 µM; AID 743093, 2013; 0.065% of 150,000 active; P. falciparum stage V gametocytes, 24 h;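 active = inhibition above the mean plus 3 SD of compounds within the control limits, set per campaign, cut at about 38% in these data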;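 note: 0% = DMSO wells and 100% = medium only without gametocytes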
Rac1 wt modul: wildtype Rac1 GTP binding modulators, primary screen, biochemical, GST-Rac1 beads, flow cytometry, multiplex; Ras-related C3 botulinum toxin substrate 1 (Homo sapiens), P63000; fluorescent GTP binding; actives lie on both sides; 0 = cold GTP competed, 100 = untreated; GTP binding activity (% of control), % at 10 µM; 0.27% of 190,000 active;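 active = GTP binding activity at least 20 points away from the 100% control level, either lower or higher; inconclusive = compound flagged as likely green fluorescent, judged across all proteins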
Mcl1-Noxa inh: Mcl-1/Noxa binding inhibitors, primary screen, biochemical, TR-FRET, 1536-well; Induced myeloid leukemia cell differentiation protein Mcl-1 (Homo sapiens), Q07820; TR-FRET Mcl-1/Noxa peptide binding, 2 h; inhibition, % at 21.7 µM; 1.5% of 220,000 active;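 active = compounds that cut the protein-peptide binding signal by more than 50% relative to plate controls in a single-dose test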;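 note: His-tagged Mcl-1 with rhodamine Noxa BH3 peptide and terbium anti-His antibody; 0% = Mcl-1 plus Noxa peptide wells and 100% = peptide-only wells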
Target sequence (Q07820 whole entry, looked up): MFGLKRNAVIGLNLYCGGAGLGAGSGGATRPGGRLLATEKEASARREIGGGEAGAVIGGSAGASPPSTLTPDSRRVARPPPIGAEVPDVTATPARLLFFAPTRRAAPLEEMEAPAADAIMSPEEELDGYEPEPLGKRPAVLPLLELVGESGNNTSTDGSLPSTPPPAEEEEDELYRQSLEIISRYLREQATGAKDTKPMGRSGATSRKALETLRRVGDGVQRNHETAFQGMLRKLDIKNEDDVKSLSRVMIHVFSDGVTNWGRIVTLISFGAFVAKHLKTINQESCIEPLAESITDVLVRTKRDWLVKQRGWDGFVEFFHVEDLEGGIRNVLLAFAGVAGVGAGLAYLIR
Cdc42 wt: modulators of GTP binding to wildtype Cdc42, primary screen, biochemical, multiplex bead flow cytometry, Bodipy-GTP | GST-Cdc42 beads; actives lie on both sides | percent activity (GTP binding), % at 10 µM | 0.2% of 190,000 active | AID 761, 2007;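 active = percent activity GTP binding at least 20 points away from the 100% baseline, either down as inhibitor or up as activator; inconclusive = compound flagged as likely green fluorescent from well-wide comparison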;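 note: median bead fluorescence of bound Bodipy-FL-GTP at 100 nM; 0% = excess unlabeled GTP control and 100% = no compound control; below 100% means less GTP binding so inhibitor and above means activator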
Target sequence (P60953 whole entry, looked up): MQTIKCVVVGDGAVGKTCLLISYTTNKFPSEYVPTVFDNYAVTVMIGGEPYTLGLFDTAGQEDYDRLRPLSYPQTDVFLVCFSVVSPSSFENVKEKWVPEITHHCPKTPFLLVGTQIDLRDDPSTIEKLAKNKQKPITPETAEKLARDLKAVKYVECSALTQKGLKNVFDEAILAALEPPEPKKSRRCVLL
Mcl1-Bid inh: Mcl-1/Bid binding inhibitors, primary screen, biochemical, TR-FRET, 1536-well; Induced myeloid leukemia cell differentiation protein Mcl-1 (Homo sapiens), Q07820; TR-FRET Mcl-1/Bid-Dy647 peptide binding; inhibition, % at 21.7 µM; 0.97% of 220,000 active;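 active = compounds that cut the binding signal by more than half at the single screening dose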;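 note: His-tagged Mcl-1 with europium anti-His antibody binding Bid BH3 peptide; 0% = Mcl-1 plus peptide wells and 100% = peptide-only wells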
Rac1 mut GTP: GTP binding modulators of activated mutant Rac1, primary screen, biochemical, bead-based flow cytometry, multiplex, fluorescent GTP. Ras-related C3 botulinum toxin substrate 1 (Homo sapiens), P63000. GST-Rac1 activated beads; actives lie on both sides; 100% means binding = to untreated wells. percent activity (GTP binding), % at 10 µM. 0.11% of 190,000 active;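 active = GTP binding at least 20 percentage points away from the 100% baseline, in either direction, so actives lie on both sides; inconclusive = Compound likely fluorescent itself, or too few beads counted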
Rab2A wt mod: modulators of GTP binding to Rab2A wildtype, primary screen, biochemical, dog, bead-based flow cytometry, multiplex | GST-Rab2 wt beads, Bodipy-GTP binding | Ras-related protein Rab-2A (Canis lupus familiaris), P61105 | GTP binding activity, % at 10 µM | 0.19% of 190,000 active;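 active = GTP binding activity at least 20 points away from 100%, either lowered or raised; inconclusive = signal likely due to the compound's own green fluorescence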;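 note: 0% = beads with excess unlabeled GTP and 100% = no-compound control corrected for plate trend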
GSH bead fluor: compound fluorescence on glutathione beads, profiling panel, artefact control, biophysical, 488/530 nm, flow cytometry; GSH beads flow cytometry, compound fluorescence 488/530 nm; hits give high values; fluorescence (KMESF) at 10 µM; 0.25% of 190,000 active; in the data active = fluorescence above about 89;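 note: glutathione beads carrying GST-tagged Bcl family fusion proteins plus one bare bead set; values are compound well signal with DMSO vehicle wells as background; inactives centre near 16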
Starred values were filed as active, the others as inactive; ? = inconclusive; . = no result given.

SMILES	Avidin bead fluor	HRas wt GTP	Rab7 wt modul	Pf gamet viab	Rac1 wt modul	Mcl1-Noxa inh	Cdc42 wt	Mcl1-Bid inh	Rac1 mut GTP	Rab2A wt mod	GSH bead fluor
CCc1[nH]nc2c1C(c1cccc(OC(=O)N3CCOCC3)c1)C(C#N)=C(N)O2 (stereo not given)	13	101	105	5	105	-2	100	-25	100	102	27
CCc1ccc(NC(=O)CCN2C(=O)c3cccnc3C2=O)cc1	13	102	102	-9	98	11	103	-15	97	102	31
O=C(/C=C/c1ccccc1Cl)N(c1ccccn1)C1CCCCC1	8	98	100	.	101	16	100	-11	97	99	11
Cc1c(C(=O)NCCN2CCOCC2)oc2ccccc12	17	102	99	-20	103	-5	104	-19	101	101	34
O=[N+]([O-])c1ccc(Sc2cccc3cccnc23)cc1	12	101	101	19	97	14	96	-2	94	102	8
CCOc1ccc2[nH]c(=O)c(CN(CCc3ccccc3)C(=O)N3CCOCC3)cc2c1	11	98	96	.	101	2	101	12	98	95	36
Cc1ccc(S(=O)(=O)N/N=C\c2cc3c(cc2Br)OCO3)cc1	16	100	101	.	103	17	102	-22	100	100	17
CC1=NN(C(=O)c2ccccc2Br)C(O)(c2cccnc2)C1 (stereo not given)	20	98	99	7	98	-2	97	-5	96	96	15
Cc1ccc(Cn2c(CN(C)Cc3ccccc3)nc3c2c(=O)n(C)c(=O)n3C)cc1	10	103	103	19	111	17	102	-5	101	101	46
CC(C)(C)NS(=O)(=O)c1ccc(NC(=O)Cc2ccccc2[N+](=O)[O-])cc1	20	95	104	-13	97	1	92	-18	96	97	12
Cc1ccc(-c2c[n+](CC(=O)OCc3ccccc3)c3n2CCC3)cc1	-2	103	102	.	103	-1	101	-9	99	101	13
COc1ccc(C2CC2/C(=N/O)c2ccccn2)cc1 (stereo not given)	11	99	97	2	104	5	97	6	100	97	14
Oc1ccc(CN2CCN(Cc3ccccc3)CC2)c2cccnc12	22	102	97	-53	101	-39	99	-108	97	98	18
O=C(Cc1ccccc1)NCC(=O)OCC(=O)c1ccc(OC(=O)c2ccccc2)cc1	.	99	97	2	107	9	102	-1	100	100	14
O=C(c1cc2ccccc2o1)N1CCN(S(=O)(=O)c2cccs2)CC1	12	102	101	19	106	9	98	-25	99	101	26
CCOC(=O)C1=NNC2C(=O)N(CC)C(=O)C12 (stereo not given)	5	102	102	.	103	-9	104	-29	99	103	51
O=C(C1=C[C@H](c2ccc(C(F)(F)F)cc2)C[C@H](OCc2ccc(CO)cc2)O1)N1CCN(Cc2ccc3c(c2)OCO3)CC1	7	96	102	.	98	10	96	3	95	96	21
COc1ccc(NCC(=O)N/N=C/c2ccc3c(c2)OCCO3)cc1	12	101	101	-9	106	18	104	-25	100	98	16
O=C(Cn1cnc2c(nnn2Cc2ccc(F)cc2)c1=O)Nc1cccc(F)c1	11	97	99	12	105	15	99	-6	94	100	15
O=C(Nc1ccc(N2CCOCC2)nc1)c1ccc(Cl)cc1	15	98	96	-30	94	11	100	-21	96	99	27
Cc1ccc(C)c(OCCCN2CCCC2)c1	6	94	97	.	96	-61	94	44	93	96	35
Cc1csc(NC(=O)C2=NN(c3ccccc3)C(=O)CC2)n1	8	95	93	-1	97	5	95	-31	95	95	7
c1ccc(Cn2c(NCc3ccco3)nc3ccccc32)cc1	12	104	104	-4	109	14	103	-43	102	101	35
CCOc1cc(N2CCOCC2)c(OCC)cc1NC(=O)CN1C(=O)NC(CC(C)C)C1=O (stereo not given)	7	99	94	3	96	7	95	-35	94	101	14
Cc1cnc(NC(=O)CSc2nnc(CNc3ccc(F)cc3)n2CC2CCCO2)s1 (stereo not given)	12	101	102	2	103	-30	99	-38	97	97	30
COc1ccc(C(=O)Cn2nnc(-c3ccccc3F)n2)cc1	12	104	103	8	102	20	103	5	99	101	23
N#Cc1cccc(-n2c(-c3ccccc3)nnc2-c2ccccc2)c1C#N	7	101	98	.	108	9	105	-2	103	99	5
O=C(Nc1ccc(C(F)(F)F)cc1-c1ccccc1)c1ccccc1	3	98	95	-19	101	-1	103	1	100	97	10
COc1cc(CC(=O)OCC(=O)Nc2ccc(S(=O)(=O)N3CCCC3)cc2)cc(OC)c1OC	9	102	99	1	96	1	100	-24	95	103	21
COCCCNC(NC(=O)c1ccc(Br)cc1)C(Cl)(Cl)Cl (stereo not given)	16	95	95	-4	98	14	96	-1	96	94	11
CC(C)(C)NC(=O)c1ccc(NC(=O)CSc2ccccc2)cc1	8	98	96	10	104	7	98	-14	95	96	16
COc1ccccc1CNCc1cc(OC)c(OC)c(OC)c1	.	104	105	-22	109	6	101	17	103	100	13
Cc1noc(NS(=O)(=O)c2ccc(N/C=C/C(=O)c3ccncc3)cc2)c1C	16	94	94	-4	95	32	96	20	93	94	28
CC1Cc2nc(SCC(=O)N3CCCc4ccccc43)n(C)c(=O)c2S1 (stereo not given)	25	100	99	.	104	-4	101	-15	96	99	14
Cn1cc(CNCC2CCCO2)c(-c2ccc(Oc3ccccc3)cc2)n1 (stereo not given)	8	95	97	10	97	8	91	-17	95	92	10
Cc1cccc(N2C(=O)c3cccnc3C2=O)c1	14	?	?	.	?	-9	?	-11	?	?	29
COc1ccc(CN=C2NN=C(c3cccc(OC)c3)CS2)cc1	9	95	95	-12	97	-16	93	-12	93	94	15
O=[N+]([O-])c1ccc(/C=N/n2c(COc3ccccc3)n[nH]c2=S)cc1	17	97	95	-20	95	39	97	-89	96	95	6
COc1ccc(C(C)=O)cc1CN1C(=O)NC2(CCCCCC2)C1=O	6	103	102	-47	103	11	100	-4	97	102	13
Cc1cc(N2CCN(S(=O)(=O)c3ccc(Cl)c(Cl)c3)CC2)c2ccccc2n1	11	89	93	-12	94	11	95	14	93	92	16
Cc1cc(OCCn2ccnc2)cc(C(C)C)c1	13	98	96	7	107	21	102	35	101	97	3
Cc1nc(SCc2ccc([N+](=O)[O-])cc2)nc2ccccc12	11	93	95	23	95	15	90	14	95	95	31
COc1ccc(C(=O)NC2CCN(C(=S)NCCc3ccccc3)CC2)cc1	5	98	101	1	100	-13	95	-16	97	96	21
COc1ccc(Cl)cc1NC(=O)CN1CCCCCC1	21	99	103	.	103	8	99	-8	95	98	12
CCOC(=O)c1cnc2c(N=Nc3cccc(Cl)c3)c(N)nn2c1N	11	97	96	.	97	20	97	-17	94	94	10
Cc1ccc(-c2nnc(SCC(=O)N3CC(C)CC(C)C3)o2)cc1C (stereo not given)	25	99	95	.	101	-5	99	0	99	98	14
Cc1nn(C2CCS(=O)(=O)C2)c(Cl)c1/C=C/C(=O)OCC(=O)c1cc(C)n(-c2ccc(F)cc2)c1C (stereo not given)	14	99	101	-4	102	13	102	-34	100	99	6
CCNc1nc(C(=O)O)nc(N2CCOCC2)n1	10	99	99	12	101	23	101	18	98	101	14
O=C(NCc1ccc(F)cc1)c1cc2sccc2n1Cc1ccc(F)cc1	20	93	91	.	100	-9	92	0	89	97	17
CC(=O)Nc1ccc(OCC(O)CN2C(C)CCCC2C)cc1 (stereo not given)	2	98	97	10	99	14	96	-17	100	96	5
CCOc1cc(C2NC(=O)NC(c3ccccc3)=C2C(C)=O)ccc1OC(C)=O (stereo not given)	12	101	104	3	102	-5	99	-27	98	101	25
CCOc1ccc2nc3c(cc2c1)CN(CCCO)C(=NCCOC)S3	-3	100	101	-2	103	9	100	-9	99	100	18
Cc1cc2nccc(-c3cccnc3)n2n1	9	95	90	11	96	-1	94	-12	94	92	13
O=C(N/N=C/c1ccc(Cl)cc1)c1cc2c(s1)-c1ccccc1CC2	11	96	91	5	94	-2	93	-12	91	92	32
COc1ccc(NC(=S)Nc2ccc3nc(C)c(C)nc3c2)cc1	6	103	104	12	106	49	105	-56	101	101	7
CCOc1ccc(N(CC(=O)N2CCC(Cc3ccccc3)CC2)S(C)(=O)=O)cc1	22	102	109	28	101	1	99	-16	97	99	11
O=C(CCC(=O)c1cccs1)NCc1ccccc1	33	101	99	.	108	-6	101	-21	100	96	25
CCCn1c(SCC(=O)c2ccc3c(c2)OCCO3)nnc1-c1ccco1	30	103	100	.	99	-4	104	24	100	101	13
CC1CCCN(C(=O)C2CCN(CC(C)c3ccccc3)CC2)C1 (stereo not given)	5	103	104	.	110	23	104	21	100	104	29
CC(C(=O)NCc1ccccn1)c1ccc([N+](=O)[O-])cc1 (stereo not given)	9	96	96	-36	96	-10	95	-40	95	95	16

(continued)
SMILES	Avidin bead fluor	HRas wt GTP	Rab7 wt modul	Pf gamet viab	Rac1 wt modul	Mcl1-Noxa inh	Cdc42 wt	Mcl1-Bid inh	Rac1 mut GTP	Rab2A wt mod	GSH bead fluor
Cc1nnc(SCC(=O)Nc2sc3c(c2C(N)=O)CCCC3)[nH]c1=O	4	94	97	-5	94	5	93	-43	93	91	22
CCC(=O)O[C@]1(C(=O)CCl)[C@@H](C)C[C@H]2[C@@H]3CCC4=CC(=O)C=C[C@]4(C)[C@@]3(F)[C@@H](O)C[C@@]21C	9	96	97	.	101	1	97	-6	97	98	21
CCc1ccc(NC(=O)Cn2nnc(C(=O)NCc3cccs3)c2N)cc1	10	95	95	-6	96	-8	97	10	95	97	13
O=C(CNC(=O)c1ccco1)NCC(=O)OCc1cccc(C(=O)Oc2ccccc2)c1	19	102	101	.	101	2	101	-21	99	102	24
CNc1nc(C23CC4CC(CC(C4)C2)C3)cs1	6	100	102	9	102	16	99	-58	101	100	18
CCN1CCN(C(c2cccs2)C(C)NC(=O)c2ccco2)CC1 (stereo not given)	26	101	99	-7	108	0	103	-2	99	98	10
COc1ccc(C2c3c(ncn(CCN4CCOCC4)c3=N)Oc3ccc4ccccc4c32)cc1OC (stereo not given)	28	102	102	.	104	42	104	-3	104	104	19
CCn1cc(/C=N\NC(=O)c2ccc(Cl)cc2)cn1	5	98	93	.	105	18	102	-10	99	98	9
